# CHT PAM: CHT positive allosteric modulators, primary screen, cell-based, membrane potential dye, choline EC20. CHT-expressing cells; active compounds read high; LV-AA mutant CHT in HEK293 cells. High affinity choline transporter 1 (Homo sapiens), Q9GZV3. actives 0.49% (n = 310,000). B-score at 10 µM;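 active = initial fluorescence not abnormally high and integrated response B-score, plate-corrected, over 3 SD above library mean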
# Target sequence (Q9GZV3 whole entry, looked up): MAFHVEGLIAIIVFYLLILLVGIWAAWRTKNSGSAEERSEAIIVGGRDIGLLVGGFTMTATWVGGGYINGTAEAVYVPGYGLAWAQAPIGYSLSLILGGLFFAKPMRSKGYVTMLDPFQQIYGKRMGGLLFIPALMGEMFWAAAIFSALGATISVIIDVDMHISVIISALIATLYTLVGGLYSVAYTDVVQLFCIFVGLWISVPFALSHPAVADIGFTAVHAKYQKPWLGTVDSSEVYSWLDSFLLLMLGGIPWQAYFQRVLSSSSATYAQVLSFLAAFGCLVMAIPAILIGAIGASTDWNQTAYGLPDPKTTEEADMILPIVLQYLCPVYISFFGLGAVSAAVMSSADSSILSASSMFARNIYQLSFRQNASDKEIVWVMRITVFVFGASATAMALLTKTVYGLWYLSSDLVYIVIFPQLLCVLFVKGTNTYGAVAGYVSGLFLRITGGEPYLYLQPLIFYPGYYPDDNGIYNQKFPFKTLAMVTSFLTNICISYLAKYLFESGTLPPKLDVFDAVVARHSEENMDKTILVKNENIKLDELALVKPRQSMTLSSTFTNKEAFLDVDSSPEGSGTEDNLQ
# STK33 kinase inh: inhibitors of purified STK33 kinase, primary screen, biochemical, ADP-Glo luminescence, homogeneous, cell-free. Serine/threonine-protein kinase 33 (Homo sapiens), Q9BYT3. MBP phosphorylation. inhibition, % at 10 µM. actives 0.073% (n = 320,000). AID 2661, 2010;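 active = inhibition at or above 25%, using the most active replicate where run in duplicate; inactive = inhibition below 25%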
# CHT block: inhibitors of human choline transporter CHT | High affinity choline transporter 1 (Homo sapiens), Q9GZV3 | CHT-expressing cells, membrane potential dye, choline response; active compounds read low | B-score at 10 µM | actives 0.86% (n = 310,000) | AID 488975, 2010;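 active = B-score over 3 SD under the library average, and starting fluorescence ratio not unusually high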;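 also: choline stimulus applied at its EC90 after an EC20 pre-addition; B-score computed on integrated fluorescence ratio after choline addition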
# An asterisk follows results filed as active; i = inactive; . = not tested or not shown; & = joins results of further samples.
SMILES,CHT PAM,STK33 kinase inh,CHT block
CCN(CC)C(=O)/C(=C\c1ccncc1)NC(=O)c1ccccc1,i,-0.9,i
O=C1CC(c2ccccc2)Cc2nc(N3CCc4ccccc43)ncc21 (stereo not given),i,-4.9,i
CCN(CC(=O)NCc1cccs1)S(=O)(=O)c1ccc(NC(C)=O)cc1,i,-1.4,i
COC(=O)c1ccccc1NC(=S)N(Cc1ccc2c(c1)OCO2)Cc1cc2ccc(C)cc2[nH]c1=O,i,2.8,i
Cc1ccccc1S(=O)(=O)/N=C(/c1ccccc1)N1CCOCC1,i,-0.7,i
CCN(CCNc1ccc(Cl)cc1[N+](=O)[O-])C(=O)c1cc([N+](=O)[O-])c(N(C)C)cc1OC,i,-2.6,i
O=C(OCCCCN1C(=O)c2ccccc2C1=O)c1ccc(Br)o1,i,-2.0,i
COC(=O)c1cc2occc2n1CC(=O)Nc1ccc(OC)c(OC)c1,i,-1.8,i
CCOC(=O)c1ccc(N(C(=O)c2ccco2)C(C(=O)NC2CCCCC2)c2ccncc2)cc1 (stereo not given),i,-1.2,i
COc1ccccc1C1CC(c2c(-c3ccccc3)c3cc(Cl)ccc3[nH]c2=O)=NN1S(C)(=O)=O (stereo not given),i,-1.2,i
COc1ccc(/C=C/C(=O)NC2CCCCC2C)cc1 (stereo not given),i,-1.0,i
O=C(Nc1ccc(Cl)cc1)C1CC2CCCC(C1)C2=O (stereo not given),i,-0.7,i
C[C@]1(C(=O)NCc2cc(F)cc(C(F)(F)F)c2)C=C[C@@H](Cc2ccccc2)N1C(=O)c1ccccc1,i,-1.3,i
CCCNC(=O)CCCCn1c(=S)[nH]c2c([nH]c3ccc(OC)cc32)c1=O,i,-0.1,i
Cc1ccc(CNS(=O)(=O)c2cc3c4c(c2)C(C)C(=O)N4CCC3)cc1 (stereo not given),i,1.2,i
CC1=CC2=NC(=O)/C(=C/c3cccs3)C(=N)N2O1,i,0.5,i
Cc1ccc2oc(=O)n(Cc3ccc(F)cc3)c2c1,i,-0.8,i
CC(C)[C@@H](C(=O)N1CCNCC1)n1cc(CCO)nn1,i,-1.6,i
CC(=O)Nc1nonc1NC(=O)CSC1=NCCS1,i,-1.0,i
Cc1oc(-c2ccccc2Cl)nc1CN1CCCCC1c1cccnc1 (stereo not given),i,-0.5,i
Cc1c(O)ccc2c(CC(=O)N[C@@H](Cc3c[nH]c4ccccc34)C(=O)O)cc(=O)oc12,i,0.3,i
Cc1ccccc1NC(=O)C1CCC(C)(C(=O)O)C1(C)C (stereo not given),i,-0.7,i
CCOC(=O)c1ccc(-n2c(C)nc3c(cnn3-c3ccccc3Cl)c2=O)cc1,i,6.3,i
Cc1c(NC(=O)CN2CCN(c3ccc(O)cc3)CC2)c(=O)n(-c2ccccc2)n1C,i,-1.5,i
COc1ccc(-n2c(SCC(=O)Nc3cc(C)on3)nc3c(c2=O)SCC3)cc1,i,-2.5,i
COc1ccc(-c2ccnc3c(C(=O)O)cnn23)cc1,i,-1.5,i
Cc1cccc(NC(=O)CSc2ncnc3sc(C)c(C)c23)n1,i,-1.4,i
O=C(CNCc1ccc(F)cc1)Nc1ccccc1[N+](=O)[O-],i,-0.6,i
Cc1ccc(C)c(N2CCN(S(=O)(=O)c3ccc4c(c3)NC(=O)CO4)CC2)c1,i,.,i
COc1ccc2cc(C(=O)C3CCCN(C(=O)/C=C/c4ccccn4)C3)ccc2c1 (stereo not given),i,0.2,i
CCOCCCNc1ccc(-c2ccccc2)nn1,i,0.8,i
CCc1nnc(NS(=O)(=O)c2ccc(N=Cc3c(C)[nH]n(-c4ccc(C)cc4)c3=O)cc2)s1,i,0.5,i

# One compound at a time, as listed above. Values in the order: CHT PAM	STK33 kinase inh	CHT block
# Entry for Cc1cccc(NC(=O)CSc2ncnc3sc(C)c(C)c23)n1 : i	-1.4	i
# Entry for COc1ccc(-n2c(SCC(=O)Nc3cc(C)on3)nc3c(c2=O)SCC3)cc1 : i	-2.5	i

# (list continues)
SMILES,CHT PAM,STK33 kinase inh,CHT block
O=C(Nc1ccccc1C(=O)OCc1nnc(-c2ccccc2)o1)c1ccco1,i,-0.8,i
O=C(NC1C=CS(=O)(=O)C1)c1ccccc1 (stereo not given),i,-0.2,i
Cc1ccc(C)c(N2CCN(C(=O)CN3C(=S)NC(C)(C)CC3C)CC2)c1 (stereo not given),i,-1.1,i
Cc1ccc(C)c(NC2=C(Cl)C(=O)OC2OC(C)C)c1 (stereo not given),i,5.6,i
O=C(NN=C1CCCCCCC1)c1ccccn1,i,0.7,i
Cc1[nH]c2ccc(OC(F)(F)F)cc2c1CCN1C(=O)c2ccc(C(=O)O)cc2C1=O,i,1.6,i
CCOCCCNC(=O)C1CCCN(S(=O)(=O)c2ccc(-n3cnnn3)cc2)C1 (stereo not given),i,-1.5,i
Cc1ccc(N2CCN(S(=O)(=O)c3ccc4c(c3)n(C)c(=O)c(=O)n4C)CC2C)cc1 (stereo not given),i,-0.8,i
Oc1ccc(C2=Nn3c(nnc3-c3ccco3)SC2)cc1O,i,3.3,i
Cc1ccc(NC(=O)CSc2nnc(C)n2CC2CCCO2)cc1 (stereo not given),i,-1.5,i
COc1ccc(NC(=O)CN(C)C(=O)c2ccccc2OC)cc1,i,-0.3,i
COc1ccc2c(c1OC)C(=O)OC2c1c(O)nc(SC)n(-c2ccccc2)c1=O (stereo not given),i,-0.9,i
Cc1nc2nc(C)c(CCC(=O)NCCCN3CCN(c4cccc(Cl)c4)CC3)c(C)n2n1,i,-1.8&3.0,i
COc1cccc(N2CCN(C3OC(=O)c4ccccc43)CC2)c1 (stereo not given),i,3.2,i
CCOC(=O)c1ccc2[nH]c3c(c2c1)CCCC3C(=O)OCC (stereo not given),i,-0.7,i
CC(C)(C)c1nn(-c2ccccc2)c2[nH]c(=O)c(CNCc3ccc4c(c3)OCO4)cc12,i,-1.8,i

# Next structures.
compound,CHT PAM,STK33 kinase inh,CHT block
Cc1ccc(NC(=O)CCC2CC(C)(C)OC2=O)cc1 (stereo not given),i,-0.7,i
N#CCN1CCC(c2cc(-c3ccco3)n[nH]2)CC1,i,-0.5,i
COc1ccc(CCNC(=O)CC2SC(=NCCc3ccccc3)NC2=O)cc1OC (stereo not given),i,-0.6,i
CCOC(=O)N1CCN(C(=O)C2CCCN(Cc3nc(-c4ccc(Cl)cc4)oc3C)C2)CC1 (stereo not given),i,-1.5,i
COc1ccccc1Oc1ccc(NC(=O)c2ccc(Cl)cc2)cc1,i,0.6,i
O=C(NNS(=O)(=O)c1ccc(Cl)cc1)c1cc(-c2ccccc2)n[nH]1,i,-0.8,i
Cc1cccc(C)c1OCC(N)C(C)C (stereo not given),i,.,i
Cc1cccc(NC(=O)C2CCCN(S(=O)(=O)c3ccc(-n4cnnn4)cc3)C2)c1 (stereo not given),i,-0.4,i
CCOc1ccc(S(=O)(=O)Nc2nc3ccccc3nc2N2CCN(C)CC2)cc1,i,-1.1,i
Cc1cc(C(=O)N/N=C/c2ccccn2)c2ccccc2n1,i,-0.3,i
COc1ccccc1N1CCN(/N=C/c2cc([N+](=O)[O-])ccc2Cl)CC1,i,-1.8,i
CC(C)c1nnc(NC(=O)c2cnccn2)s1,i,-0.6,i
COCCn1c(-c2ccc(OC)c(OC)c2)nc2ccccc21,i,-0.3,i
CCC/C(=N/Nc1ccc(Cl)cc1)c1cnnc(-c2ccccc2)n1,i,-2.6,i
Nc1ncc(-c2ccccc2)n1CC1CCCO1 (stereo not given),i,-0.4,i
CCN(CC)S(=O)(=O)c1ccc(C(=O)OC2CCCCC2CN(C)C)cc1 (stereo not given),i,8.2,i
COc1ccccc1C(=O)NCCC(=O)N1CCN(c2cccc(C(F)(F)F)c2)CC1,i,-1.4,i
COc1ccc(-c2c[n+]3c4n2CCCCC4=C(c2ccccc2)C3)cc1,i,.,i
CCOC(=O)C(NC(=O)Nc1ccccc1)(OCC)C(F)(F)F (stereo not given),i,-0.4,i
O=C(O)c1nsc(Cl)c1Cl,i,-0.4,i

# Five records drawn at random from those above:
compound,CHT PAM,STK33 kinase inh,CHT block
O=C(O)c1nsc(Cl)c1Cl,i,-0.4,i
CCC/C(=N/Nc1ccc(Cl)cc1)c1cnnc(-c2ccccc2)n1,i,-2.6,i
CC(C)(C)c1nn(-c2ccccc2)c2[nH]c(=O)c(CNCc3ccc4c(c3)OCO4)cc12,i,-1.8,i
Cc1ccccc1NC(=O)C1CCC(C)(C(=O)O)C1(C)C (stereo not given),i,-0.7,i
CC1=CC2=NC(=O)/C(=C/c3cccs3)C(=N)N2O1,i,0.5,i

# Continued.
compound,CHT PAM,STK33 kinase inh,CHT block
CCCCCC(=O)N/N=C(\C)c1ccc(Cl)cc1,i,10.2,i
CN(c1ccccc1)c1ccc(/C=C(\C#N)c2nnc3n2CCCCC3)cc1[N+](=O)[O-],i,-0.6,i
O=C(NCc1ccccn1)C1CC(c2ccccc2O)=NO1 (stereo not given),i,-2.0,i
Cn1cc[n+](C)c1COc1ccc(C=O)cc1,i,1.6,i
Clc1ccc(-c2noc(CSc3nnc(-c4ccncc4)n3-c3ccccc3)n2)cc1,i,-0.2,i
CCN(CC)CCC(c1cc(OC)c(OC)c(OC)c1)c1c(OC)cc(OC)c2ccc(=O)oc12 (stereo not given),i,-0.4,i
CCc1cc(C(=O)N/N=C/c2ccc(OC)cc2)c2ccccc2n1,i,-0.5,i
O=C(CC1C(=O)NCCN1Cc1c(F)cccc1Cl)NCc1ccccc1 (stereo not given),i,1.4,i
NS(=O)(=O)c1ccc(NS(=O)(=O)c2ccc(NC(=S)Nc3ccccc3)cc2)cc1,i,0.8,i
O=C(O)c1ccc2c(c1)C(=O)/C(=C/c1ccccc1)C2=O,i,-0.6,i
CC(=O)CSc1nc2c(c(=O)[nH]c(=O)n2C)n1Cc1cccc(Br)c1,i,-0.3,i
CCOc1ncccc1C(=O)OCC(=O)N(CC)c1ccccc1,i,0.0,i
CC(CCc1ccco1)NC(=O)CCc1nnc2ccc(NCc3ccc(Cl)cc3)nn12 (stereo not given),i,-0.5,i
Cc1ccc(CC2CC(=O)N(c3ccc4c(c3)OCCO4)C2=O)cc1 (stereo not given),i,-0.3,i
CC(=O)Nc1cccc(-c2nc3ccccc3o2)c1,i,-0.3,i
Cc1ccc(C(=O)CNc2ccccc2C)cc1,i,-0.3,i
CC(=O)c1ccc(NC(=S)Nc2cccc(Cl)c2C)cc1,i,-0.6,i
COC(=O)CSc1nc(C)cc(Oc2ccccc2)n1,i,0.9,i
CCOc1ccc(-c2c(=O)n(OCc3ccc([N+](=O)[O-])cc3)c3ccccc3[n+]2[O-])c(OCC)c1,i,1.4,i
COc1ccc(/C=C2/SC(=S)N(CCC(=O)O)C2=O)cc1,i,13.9,i
Cc1oc(-c2ccccc2)nc1CC(=O)O,i,-0.2,i
COc1ccc(C)c2sc(NC(=O)CCS(=O)(=O)c3ccccc3)nc12,i,-1.3,i
CCOc1ccc(NC(=O)CCn2cccc2)cc1,i,0.0,i
O=C(Nc1nnc(S(=O)(=O)N2CCCCCC2)s1)c1ccc(Br)cc1,i,-1.0,i
COc1ccc(S(=O)(=O)N2CCN(C(=O)c3sccc3-c3ccccc3)CC2)cc1,i,-0.1,i
Cc1sc2ncn(CC(=O)NCCN(C)C)c(=O)c2c1S(=O)(=O)N1CCC(C)CC1,i,-3.6,i
O=C(Oc1ccccc1C(=O)N1CCOCC1)c1ccccc1,i,-0.6,i
CC(=O)c1ccccc1N(C(=O)Cn1nnc2ccccc21)C(C(=O)NCC1CCCO1)c1ccc(N2CCOCC2)cc1 (stereo not given),i,8.6,i
O=C(N/N=C/c1sc2ccccc2c1O)c1ccccc1,i,-0.5,-20.2*
COc1ccc(C(=O)Nc2nc3cc4c(cc3s2)OCO4)c(OC)c1,i,-1.3,i
COc1ccc(-c2nc3ccccn3c2CN2CCN(c3ccccc3F)CC2)cc1,i,0.0,i
O=C(N/N=C/c1ccc2c(c1)OCO2)c1cc(-c2ccccc2Cl)nc2ccccc12,i,-0.8,i
CN1c2ccc(Cl)cc2C(=O)NC1C1CC=CCC1 (stereo not given),i,-3.9,i
O=c1[nH]ncn1-c1ccccc1,i,-9.6,i
O=C(Nc1nncs1)Oc1ccccc1,i,-1.4,i
Cc1ncc([N+](=O)[O-])n1CCOC(=O)c1ccc(Br)cc1,i,-0.6,i
Cc1ccc(N(C(=O)c2csnn2)C(C(=O)NC2CCCCC2)c2ccccn2)cc1C (stereo not given),i,-0.9,i
CC1CCN(C(=O)C2CCC(CNS(=O)(=O)c3cccc4cccnc34)CC2)CC1 (stereo not given),i,6.8,i
CN1CCCNc2nc3ccccc3nc21,i,-2.9,i
Clc1ccccc1/C=N/NC1=Nc2cccc3cccc1c23,i,-2.0,i
COc1ccc(N(C)C(=O)CCS(=O)(=O)c2cccc3nonc23)cc1,i,-1.5,i

# Source: PubChem BioAssay (several laboratories)

# This is a random part of the collection; 1.5% or so of the library scored in one or more.
